# High-throughput results from PubChem.
# AMPAR-TARP mod = GluA2-stargazin AMPA receptor complex modulation; 40,000 compounds, 3.5% hits; HEK293 GluA2+stargazin, membrane potential dye (FDSS), glutamate EC50; hits were called plate by plate, in both directions; calls only at 30 µM; AID 1259245;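 active = any of four per-well response measures lying three or more SD from its plate-wide compound average, in either direction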
# Target sequence (O88602 whole entry, looked up): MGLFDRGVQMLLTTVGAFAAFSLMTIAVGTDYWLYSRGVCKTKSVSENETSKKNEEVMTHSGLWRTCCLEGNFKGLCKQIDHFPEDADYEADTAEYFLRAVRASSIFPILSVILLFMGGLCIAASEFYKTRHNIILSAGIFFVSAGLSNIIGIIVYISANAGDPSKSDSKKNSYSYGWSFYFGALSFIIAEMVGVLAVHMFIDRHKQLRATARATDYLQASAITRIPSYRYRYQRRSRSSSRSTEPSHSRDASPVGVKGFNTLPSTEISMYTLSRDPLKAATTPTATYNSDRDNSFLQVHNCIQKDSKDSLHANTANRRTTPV
# Target sequence (P19491 whole entry, looked up): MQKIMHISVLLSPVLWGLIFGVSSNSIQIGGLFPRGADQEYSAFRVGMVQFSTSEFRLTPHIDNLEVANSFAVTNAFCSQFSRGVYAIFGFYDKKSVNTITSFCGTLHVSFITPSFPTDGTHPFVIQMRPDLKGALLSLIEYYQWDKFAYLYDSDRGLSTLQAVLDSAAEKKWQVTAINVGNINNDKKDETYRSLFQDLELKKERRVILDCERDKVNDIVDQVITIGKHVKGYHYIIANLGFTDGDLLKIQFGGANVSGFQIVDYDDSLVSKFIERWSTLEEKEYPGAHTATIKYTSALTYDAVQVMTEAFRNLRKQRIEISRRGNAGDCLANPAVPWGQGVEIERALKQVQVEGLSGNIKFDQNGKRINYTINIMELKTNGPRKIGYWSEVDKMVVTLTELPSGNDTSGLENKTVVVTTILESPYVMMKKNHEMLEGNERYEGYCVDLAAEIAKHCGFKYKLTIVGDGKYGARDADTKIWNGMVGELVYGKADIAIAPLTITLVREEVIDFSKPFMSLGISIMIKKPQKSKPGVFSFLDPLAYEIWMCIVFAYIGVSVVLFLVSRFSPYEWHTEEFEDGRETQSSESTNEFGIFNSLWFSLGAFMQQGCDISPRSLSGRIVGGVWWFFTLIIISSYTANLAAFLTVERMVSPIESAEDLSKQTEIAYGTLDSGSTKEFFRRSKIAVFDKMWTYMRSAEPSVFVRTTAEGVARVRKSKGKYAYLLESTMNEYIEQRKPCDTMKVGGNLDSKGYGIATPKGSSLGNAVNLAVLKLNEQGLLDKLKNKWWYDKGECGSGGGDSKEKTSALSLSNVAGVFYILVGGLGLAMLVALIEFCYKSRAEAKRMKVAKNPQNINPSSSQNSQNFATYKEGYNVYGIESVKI
# AMPAR-TARP mod agonism max-min = recorded beside AMPAR-TARP mod, whose call it bears; compound max-min signal; compound-alone response (agonism);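 unitless range of fluorescence divided by baseline over first 100 seconds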
# AMPAR-TARP mod glutamate slope = further read-out of AMPAR-TARP mod, marked with its call; glutamate slope, % of max; measured here: glutamate response slope, % max;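 scaled per plate between vehicle wells and maximal 1 mM glutamate control wells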
# Active calls of the source: *; i = inactive; + = active, no number; & = joins results of further samples.
# Results follow in this order: AMPAR-TARP mod	AMPAR-TARP mod agonism max-min	AMPAR-TARP mod glutamate slope
- COc1ccc(CCNC(=O)CC2CCCCN2S(=O)(=O)c2ccc(Cl)cc2)cc1OC (stereo not drawn)
 : +	0.036*	93*
- Cc1nc(C)c(C(=O)NCCn2ncc3c(N4CCCCC4)ncnc32)s1
 : i	0.092	64
- CCOC(=O)c1ccc(NC(=O)Cc2cc(-c3cc4ccccc4o3)on2)cc1
 : i	0.059	38
- Cc1c(C(=O)N2CC(C)OC(C)C2)c(C(F)(F)F)nn1C(C)C (stereo not drawn)
 : i	0.087	67
- O=C1CN(C(=O)C2CN(C(=O)c3c[nH]c4ccccc34)C2)CCN1
 : i	0.096	59
- O=C(Nc1c2c(nn1-c1ccccc1)CS(=O)(=O)C2)C(=O)NC1CCCCC1
 : i	0.085	47
- CCOC(=O)c1c(NCc2ccc3c(c2)OCO3)c2cccc(Cl)c2[nH]c1=O
 : i	0.08	61
- COc1ccc(S(=O)(=O)Nc2ccc(C(=O)Nc3sc4c(c3C(N)=O)CCCCC4)cc2)cc1
 : i	0.1	51
- O=C(NCc1ccc(F)cc1)c1nc(-c2cnccn2)no1
 : i	0.17	81
- COCCNC(=O)Cn1c(=O)c2c(N3CCN(C(=O)C4CC4)CC3)ccnc2n(C)c1=O
 : i	0.11	71
- Cc1c(C(=O)Nc2ccc(N3CCCCS3(=O)=O)cc2)cccc1[N+](=O)[O-]
 : i	0.13	72
- O=C(CC1=NS(=O)(=O)c2ccccc2N1)Nc1ccc(F)cc1F
 : i	0.1	56
- COc1ccccc1N1CCn2c1nc1c2c(=O)n(Cc2ccccc2)c(=O)n1C
 : i	0.12	65
- O=C(Nc1ccc(F)cc1)N1CCN(c2ccc3nncn3n2)CC1
 : i	0.071	28
- CC(C)S(=O)(=O)c1ccc(C(=O)Nc2ccccc2Oc2ccccc2)cc1
 : i	0.076	66
- COc1ccc(CNC(=O)Nc2ccc(N3CCCS3(=O)=O)cc2)cc1OC
 : i	0.091	57
- O=C1CSC(c2cn(-c3ccccc3)nc2-c2ccc(Cl)cc2)N1Cc1ccccc1 (stereo not drawn)
 : i	0.076	33
- O=C(NCCc1ccccc1)C(=O)Nc1c2c(nn1-c1ccccc1)CS(=O)(=O)C2
 : i	0.059	54
- CCS(=O)(=O)N1CCc2ccc(NS(=O)(=O)C(C)C)cc2C1
 : i	0.042	36
- O=C(CSc1nnc(-c2ccncc2)o1)Nc1ccc2c(c1)OCCO2
 : i	0.016	52

# 6 records drawn at random from the list so far:
# Results follow in this order: AMPAR-TARP mod	AMPAR-TARP mod agonism max-min	AMPAR-TARP mod glutamate slope
- COc1ccccc1N1CCn2c1nc1c2c(=O)n(Cc2ccccc2)c(=O)n1C
 : i	0.12	65
- COc1ccc(CCNC(=O)CC2CCCCN2S(=O)(=O)c2ccc(Cl)cc2)cc1OC (stereo not drawn)
 : +	0.036*	93*
- O=C(NCCc1ccccc1)C(=O)Nc1c2c(nn1-c1ccccc1)CS(=O)(=O)C2
 : i	0.059	54
- O=C(NCc1ccc(F)cc1)c1nc(-c2cnccn2)no1
 : i	0.17	81
- O=C1CSC(c2cn(-c3ccccc3)nc2-c2ccc(Cl)cc2)N1Cc1ccccc1 (stereo not drawn)
 : i	0.076	33
- CCOC(=O)c1c(NCc2ccc3c(c2)OCO3)c2cccc(Cl)c2[nH]c1=O
 : i	0.08	61

# The main list resumes; the three compounds before the break are reprinted first.
# Results follow in this order: AMPAR-TARP mod	AMPAR-TARP mod agonism max-min	AMPAR-TARP mod glutamate slope
- O=C(NCCc1ccccc1)C(=O)Nc1c2c(nn1-c1ccccc1)CS(=O)(=O)C2
 : i	0.059	54
- CCS(=O)(=O)N1CCc2ccc(NS(=O)(=O)C(C)C)cc2C1
 : i	0.042	36
- O=C(CSc1nnc(-c2ccncc2)o1)Nc1ccc2c(c1)OCCO2
 : i	0.016	52
- Cc1ccc(Nc2ccc(NC(=O)c3ccccc3C(F)(F)F)cc2)nn1
 : i	0.15	60
- COc1ccc(SCC(=O)Nc2ccccc2-c2nc3ccccc3s2)cc1
 : i	0.056	56
- CN(C)S(=O)(=O)c1ccc(C(=O)NCCCn2nc(-c3ccco3)ccc2=O)cc1
 : i	0.11	60
- COc1ccc(S(=O)(=O)NCc2nnnn2-c2ccc(F)c(F)c2)cc1
 : i	0.11	65
- COc1ccc(OC)c(NC(=O)c2nnn(-c3ccccc3)c2N)c1
 : i	0.096	58
- O=S(=O)(c1cccs1)N1CCN(Cc2nc(-c3ccccc3)cs2)CC1
 : i	0.13	57
- C=CCC1C=C(C)CC(CC=C)N1 (stereo not drawn)
 : i	0.022	47
- O=C(Cc1cc(-c2ccc3c(c2)OCCO3)on1)N1CCOCC1
 : i	0.043	35
- CCCN(CCC)C(=O)CN1C(=O)N(c2ccc(CC)cc2)C2CS(=O)(=O)CC21 (stereo not drawn)
 : i	0.095	50
- O=C(Nc1ccc2c(c1)N(C(=O)c1cccs1)CC2)c1nc2ccccc2s1
 : i	0.11	59
- CCCN(CCC)C(=O)Cn1c(C2CC(=O)N(Cc3ccccc3)C2)nc2ccccc21 (stereo not drawn)
 : i	0.04	67
- COc1ccc(-c2ccc(=O)n(CCNS(=O)(=O)c3cccc(Cl)c3)n2)cc1
 : i	0.095	71
- CC(=O)Cn1c(=O)c2c(nc3n(C4CCCCC4)c(C)c(C)n23)n(C)c1=O
 : i	0.057	34
- O=C(CS(=O)(=O)Cc1ccccc1)N1CCN(c2nc3c(Cl)cccc3s2)CC1
 : +	0.095*	22*
- O=C(CN(Cc1ccc(Cl)cc1)S(=O)(=O)c1cccnc1)NC1CCCC1
 : i	0.098	32
- Cc1ccc(OCC(O)CN(C)C)cc1 (stereo not drawn)
 : i	0.054	68
- Cc1cc(C)c2sc(N(CC3CCCO3)C(=O)c3cc(C)no3)nc2c1 (stereo not drawn)
 : i	0.16	53
- Cc1c(C(=O)NC2CCCC2)c(C(F)(F)F)nn1C1CCCN(C(C)C)C1 (stereo not drawn)
 : i	0.13	76
- Cc1nn(C2CCS(=O)(=O)C2)c2nc(-c3cccs3)cc(C(=O)NCCCn3ccnc3)c12 (stereo not drawn)
 : i	0.16	66
- O=C(Cn1cccc(-c2nc(-c3ccc(Cl)cc3)no2)c1=O)N1CCCc2ccccc21
 : i	0.1	40
- CC(C)Sc1ccc(CC(=O)N2CCC(c3nnc(C(C)C)o3)CC2)cc1
 : +	0.047*	60*
- Cc1cnc2c(c1N1CCN(C(=O)c3ccco3)CC1)c(=O)n(CCc1ccccc1)c(=O)n2C
 : i	0.12	81
- CSCCC(C)(O)CNC(=O)Cc1ccc(-c2ccccc2)cc1 (stereo not drawn)
 : i	0.11	59
- O=C(c1ccccc1)N1CCCc2ccc(NS(=O)(=O)c3ccc(Br)cc3)cc21
 : i	0.11	49
- COc1cc(C(=O)Nc2ccc3c(c2)CCC(=O)N3CCC(C)C)cc(OC)c1OC
 : i	0.062	47
- CCOc1cn(-c2ccc(F)cc2)nc1C(=O)Nc1nnc(C)s1
 : i	0.18	61
- CNC(=O)CCNS(=O)(=O)c1ccc(OC)c(N(C)S(=O)(=O)c2ccc(Cl)cc2)c1
 : i	0.091	59
- COc1ccccc1-c1c(C)oc2cc(OCC=C(C)C)ccc2c1=O
 : +	0.11*	63*
- COc1cc(C(=O)Nc2ccc3c(c2)CCCN3C(=O)C2CC2)cc(OC)c1OC
 : i	0.11	59
- Cc1cc(C)cc(OCCNC(=O)Cc2ccc(Br)cc2)c1
 : i	0.11	61
- CCOc1cn(-c2ccc(F)cc2)nc1C(=O)NCCN(C)C
 : i	0.21	70
- CCOc1ccccc1NC(=O)N1CCN(c2cc(OC)nc(OC)n2)CC1
 : i	0.084	57
- C1=C(CCNCC2CC2)CCCC1
 : i	0.035	40
- O=C(C(=O)N1CCOCC1)c1cn(CC(=O)N2CCCC2)c2ccccc12
 : i	0.054	56
- CCN(c1ccccc1)S(=O)(=O)c1ccc(C(=O)Nc2cc(C)nn2C(C)C)cc1
 : i	0.1	44
- COc1ccc(CCNC(=O)c2ccc(=O)[nH]n2)cc1
 : i	0.046	55
- CC(=O)Nc1cccc(NC(=O)C2CCN(c3ccc(-c4ccc(F)cc4)nn3)CC2)c1
 : i	0.12	79
- COc1ccc(OC)c(NC(=O)C(=O)NC(c2ccccc2)c2ccccc2)c1
 : i	0.11	55
- COc1ccc(OC)c(NC(=O)Cn2cc(OC)c(=O)cc2CSc2nnc(C)s2)c1
 : i	0.037	53
- COc1ccc(CCS(=O)(=O)NCC(O)(c2cccs2)C2CC2)cc1 (stereo not drawn)
 : i	0.14	39
- Cc1ccc(OCCCC(=O)Nc2ccc3c(c2)OCO3)c(C)c1
 : i	0.12	78
- COc1ccc(-c2ccc(=O)n(CCNS(=O)(=O)c3cc(Br)ccc3OC)n2)cc1
 : i	0.11	64
- COc1ccc(C)cc1S(=O)(=O)Nc1cc(Cl)ccc1O
 : +	0.2*	33*
- COCCNC(=O)C(=O)NCC1OCCCN1S(=O)(=O)c1c(C)cc(C)cc1C (stereo not drawn)
 : i	0.11	55
- CCc1ccc(NC(=O)c2cc(S(=O)(=O)NCc3ccc(OC)cc3)ccc2F)cc1
 : i	0.099	68
- O=C(NCc1ccco1)c1cc(-c2cccs2)n(C2CCS(=O)(=O)C2)n1 (stereo not drawn)
 : i	0.067	43
- COc1cccc(CNC(=O)CCc2csc(NC(=O)c3cccs3)n2)c1
 : i	0.12	60
- COCCCn1c(C(=O)Nc2cccc(OC)c2)cc2c(=O)n(C)c(=O)n(C)c21
 : i	0.15	48
- O=C(CCc1ccccc1)NCCn1ncc2c(N3CCCCCC3)ncnc21
 : i	0.05	54
- C=CCNC(=O)C(=O)NCCc1ccc(Cl)cc1
 : i	0.11	75
- O=S1(=O)CCC(n2nc(-c3ccccc3)cc2NS(=O)(=O)c2ccccc2)C1 (stereo not drawn)
 : i	0.11	59
- Cn1cccc1C(CNC(=O)C(=O)Nc1ccc2c(c1)OCCO2)N1CCCCCC1 (stereo not drawn)
 : i	0.058	61
- O=C(CCc1csc(NC(=O)c2ccc(Cl)cc2)n1)Nc1ccc2c(c1)OCO2
 : i	0.095	62
- COc1cc(NS(=O)(=O)c2ccc(Cl)s2)ccc1N1CCCCC1=O
 : i	0.051	55
- CC(C)N(C(=O)Cn1c(C2CC(=O)N(Cc3ccc(F)cc3)C2)nc2ccccc21)c1ccccc1 (stereo not drawn)
 : i	0.062	68
- O=C(NCC1(c2ccccc2)CCOCC1)c1c(F)cccc1F
 : i	0.078	61
- CC(=O)COc1cc(C)c2c(c1)oc(=O)c1ccccc12
 : i	0.12	28
- CCOc1ccc(C(=O)NNC(=O)c2ccc(=O)n(Cc3ccccc3)c2)cc1OCC
 : i	0.063	50
- CC(C)S(=O)(=O)c1ccc(CC(=O)Nc2cc(-c3cccs3)nn2CCO)cc1
 : i	0.12	59
- CCc1nc2ccccc2n1Cc1ccc(F)cc1
 : i	0.11	58

# Further records follow.
# Results follow in this order: AMPAR-TARP mod	AMPAR-TARP mod agonism max-min	AMPAR-TARP mod glutamate slope
- CC(Oc1ccccc1)C(=O)N1CCN(C(=O)c2cnn3ccccc23)CC1 (stereo not drawn)
 : i	0.088	55
- O=C(NCc1n[nH]c(=O)c2ccccc12)c1cccc(-n2cnnn2)c1
 : +	0.22*	49*
- CCn1c(SCC(=O)Nc2ccccc2C(F)(F)F)nnc1-c1cn(C)nc1OC
 : i	0.088	56
- NS(=O)(=O)c1ccc(NC(=O)C2Cc3ccc(Cl)cc3C(=O)O2)cc1 (stereo not drawn)
 : i	0.14	56
- O=C(CSc1nc(-c2ccco2)cc(C(F)(F)F)n1)N1CCCCCC1
 : +	0.1*	44*
- CCCOc1ccc(CNC(=O)c2ccc(NC(=O)Cn3c(C)cc(C)c(C#N)c3=O)cc2)cc1
 : i	0.099&0.045	51&107
- COc1ccc(-c2c(C)nn3c(-n4cnc5ccccc54)cc(C)nc23)cc1OC
 : i	0.13	52
- Cc1ccc(Cn2c(=O)c3c(nc(N(C)C)n3C)n(C)c2=O)cc1
 : i	0.14	61
- COc1cc(NC(=O)Cc2cccs2)c2ncccc2c1
 : i	0.098	68
- CS(=O)(=O)c1ccc(Nc2nc(CC(=O)NC3CCCC3)cs2)cc1
 : i	0.11	57
- COC(=O)Cn1c(=O)c2c(nc3n2CC(C)CN3c2ccc(OC)cc2OC)n(C)c1=O (stereo not drawn)
 : i	0.063	57
- COc1cn(CC(=O)Nc2ccc3c(c2)OCO3)c(CSc2nnc(C)s2)cc1=O
 : i	0.051	58
- COc1ccc(OC)c(C2SCCN2S(=O)(=O)c2ccc(C)cc2)c1 (stereo not drawn)
 : i	0.067	42
- COc1cccc(OCC(=O)N2CCN(c3nccn3-c3ccc(C)cc3)CC2)c1
 : i	0.06	22
- COC(=O)c1ccc(Oc2coc3cc(OCC#N)ccc3c2=O)cc1
 : i	0.042	55
- Cc1ccc(C(C)C)cc1S(=O)(=O)N1CCC2(CC1)NC(=O)NC2=O
 : i	0.06	27
- O=S(=O)(c1ccc2nncn2c1)N(Cc1ccccc1)c1ccccc1
 : i	0.083	53
- NS(=O)(=O)c1ccc(CCNC(=O)Cc2cc(-c3ccc4c(c3)OCO4)on2)cc1
 : i	0.052	38
- COc1cn(CC(=O)Nc2ccc3c(c2)OCO3)c(CN2CCCCC2)cc1=O
 : i	0.025	40
- CN(C)S(=O)(=O)c1ccc(C(=O)N2Cc3nn(C(C)(C)C)c(-n4cccc4)c3C2)cc1
 : i	0.11	52
- CCOCCn1c(=O)c2c(nc3n(-c4cccc(C)c4C)c(-c4ccccc4)cn23)n(C)c1=O
 : i	0.096	30
- CN=C(NS(=O)(=O)c1ccc(C)cc1)c1ccc(Cl)cc1
 : i	0.057	52
- CCCNC(=O)Cn1nc2c(c1NC(=O)C1CCN(S(C)(=O)=O)CC1)CSC2
 : i	0.077	49
- O=C(Nc1ccc(F)c(F)c1)c1n[nH]c2ccccc12
 : +	0.2*	8.1*
- O=C(NCC1CCN(C(=O)COc2ccccc2)CC1)C(=O)Nc1cc(F)ccc1F
 : i	0.085	61
- Cc1ccccc1NC(=O)COc1ccccc1/C=C1\SC(=NCC(=O)O)NC1=O
 : i	0.12	68

# A portion of the library, so the mix of outcomes need not match the whole.
